High-throughput results: PubChem BioAssay, NCI
Growth percent in the NCI-60 one-dose screen (48 h, 10 µM unless noted): 100 = growth as untreated, 0 = no growth, -100 = all killed.
OVCAR-4 – OVCAR-4 ovarian cancer cells | AID 1794784 | hit rate 3.7% among 80,000
OVCAR-3 – OVCAR-3 ovarian cancer. hit rate 7% among 79,000. AID 1794787
U251 – U251 CNS tumor cells; hit rate 5.4% among 80,000; AID 1794753
OVCAR-8 – OVCAR-8 ovarian cancer | hit rate 4.4% among 81,000
PC-3 – PC-3 prostate cancer cells. hit rate 3.9% among 80,000. AID 1794754
SF-295 – SF-295 CNS cancer cells; hit rate 5.6% among 79,000; AID 1794758
DU-145 – DU-145 prostate cancer; hit rate 4.2% among 81,000
SK-OV-3 – SK-OV-3 ovarian cancer cells; hit rate 3.2% among 80,000; AID 1794785
OVCAR-5 – OVCAR-5 ovarian cancer. hit rate 2.9% among 82,000. AID 1794783
Active calls of the source: *; · = no result given; & = joins results of further samples; [ ] = dose if it differs, or a comment. How the source made its calls: active means growth percent below 10; inactive means the rest.

SMILES	OVCAR-4	OVCAR-3	U251	OVCAR-8	PC-3	SF-295	DU-145	SK-OV-3	OVCAR-5
CC1(C)Oc2cc3oc(=O)ccc3cc2C[C@@H]1OCCOS(=O)(=O)c1ccc(C#N)cc1	88.0	96.0	101.2	92.7	87.3	87.7	102.5	·	97.9
COc1ccc(N=Nc2ccc(OC)cc2)cc1	94.1	66.6	80.7	89.1	75.9	93.4	101.7	86.9	91.5
Nc1cccc2c([N+](=O)[O-])cccc12	94.6	98.2	99.0	98.6	93.2	98.2	95.9	95.4	103.3
Cn1nc(Nc2ccccc2)c(C(=O)NN)c1N	99.9	·	102.1	97.5	95.1	102.9	105.9	103.1	101.7
O=C(N/N=C/c1ccc(N2CCCCC2)cc1)c1cnc2n(c1=O)CCCCC2	98.8	102.3	102.2	103.1	97.7	100.5	100.7	101.0	98.0
CCCCN1CCN(c2ccc3nc(-c4ccc5nc(-c6ccc(OC)c(OC)c6)[nH]c5c4)[nH]c3c2)CC1	-46.1*	-46.8*	-45.3*	3.2*	14.3	10.6	2.4*	·	13.7
O=C1NC(c2ccc(Cl)c(Cl)c2)=C/C1=C\c1ccccc1	-36.6*	50.8	46.1	74.4	79.2	52.2	95.9	100.4	73.2
C=C(C)[C@@H]1CC=C2c3sc(-c4cccc(O)c4)nc3C[C@@H](C)[C@]2(C)C1	95.1	116.9	103.6	108.2	85.3	106.5	98.7	127.5	105.3
O=C(NC(=O)C1CC(=O)N(C(=O)Nc2ccc(Cl)c(Cl)c2)C1)Nc1ccc(Cl)c(Cl)c1 (stereo not given)	108.5	103.8	93.4	96.3	86.4	98.0	108.8	94.7	101.1
O=C(O)c1cccc(-c2ccccc2)c1O	94.1	103.0	100.6	95.2	88.2	103.4	103.1	95.2	·
CCC12OC(COc3ccccc3)CN1CCN2c1ccccc1 (stereo not given)	95.5[100 µM]	110.2[100 µM]	100.9[100 µM]	96.5[100 µM]	102.4[100 µM]	104.5[100 µM]	105.9[100 µM]	106.2[100 µM]	98.0[100 µM]
COC(=O)c1ccccc1C(=O)O	105.7	98.3	94.8	102.7	95.9	111.9	103.2	107.0	119.9

Another view of part of the listing above:
| SMILES | OVCAR-4 | OVCAR-3 | U251 | OVCAR-8 | PC-3 | SF-295 | DU-145 | SK-OV-3 | OVCAR-5 |
| --- | --- | --- | --- | --- | --- | --- | --- | --- | --- |
| COc1ccc(N=Nc2ccc(OC)cc2)cc1 | 94.1 | 66.6 | 80.7 | 89.1 | 75.9 | 93.4 | 101.7 | 86.9 | 91.5 |
| O=C(O)c1cccc(-c2ccccc2)c1O | 94.1 | 103.0 | 100.6 | 95.2 | 88.2 | 103.4 | 103.1 | 95.2 | · |
| O=C(N/N=C/c1ccc(N2CCCCC2)cc1)c1cnc2n(c1=O)CCCCC2 | 98.8 | 102.3 | 102.2 | 103.1 | 97.7 | 100.5 | 100.7 | 101.0 | 98.0 |
| O=C1NC(c2ccc(Cl)c(Cl)c2)=C/C1=C\c1ccccc1 | -36.6* | 50.8 | 46.1 | 74.4 | 79.2 | 52.2 | 95.9 | 100.4 | 73.2 |
| O=C(NC(=O)C1CC(=O)N(C(=O)Nc2ccc(Cl)c(Cl)c2)C1)Nc1ccc(Cl)c(Cl)c1 (stereo not given) | 108.5 | 103.8 | 93.4 | 96.3 | 86.4 | 98.0 | 108.8 | 94.7 | 101.1 |
| C=C(C)[C@@H]1CC=C2c3sc(-c4cccc(O)c4)nc3C[C@@H](C)[C@]2(C)C1 | 95.1 | 116.9 | 103.6 | 108.2 | 85.3 | 106.5 | 98.7 | 127.5 | 105.3 |
| CCCCN1CCN(c2ccc3nc(-c4ccc5nc(-c6ccc(OC)c(OC)c6)[nH]c5c4)[nH]c3c2)CC1 | -46.1* | -46.8* | -45.3* | 3.2* | 14.3 | 10.6 | 2.4* | · | 13.7 |

Remaining list, next part.
SMILES	OVCAR-4	OVCAR-3	U251	OVCAR-8	PC-3	SF-295	DU-145	SK-OV-3	OVCAR-5
CCCN(CCC)CC(O)c1cc2c(c3ccccc13)CCCC2 (stereo not given)	98.4	104.7	90.4	94.0	74.6	95.9	99.9	98.7	86.4
Cn1c(=S)c2[nH]c(SCCCC(=O)c3ccc(F)cc3)nc2n(C)c1=O	58.0	95.5	91.4	79.8	74.5	66.6	93.6	82.6	102.6
C[P+](C)(c1ccccc1)c1ccccc1	96.3	102.9	102.6	97.0	94.1	102.0	119.6	93.4	94.1
C1CNC(C2=NCCN2)=N1	105.2	94.2	101.5	102.3	98.8	101.0	100.3	104.2	104.9
Cc1ccc(Nc2nc(NCCO)c3ccccc3n2)cc1C	50.6	-9.6*	15.1	9.7*	35.7	·	-14.6*	-0.7*	25.6
CCOCCc1cccc(C)n1	135.0	135.7	99.4	97.6	92.6	114.9	140.3	118.9	101.1
Nc1nc2c(s1)C(c1cccnc1)CC(=O)N2 (stereo not given)	109.4	106.7	104.7	103.9	95.6	97.3	108.6	97.4	106.2
C/C(NCCc1ccc(O)cc1)=C1\CCOC1=O	121.1	123.6	101.9	104.3	99.3	114.2	118.1	102.3	101.6
COc1ccc(NC(=O)Nc2nc3ccc(OC(F)(F)F)cc3s2)cc1	·	101.8	102.0	106.6	98.5	112.2	92.2	85.0	101.4
C/C(=C(/c1ccccc1)c1ccc(N2C(=O)c3cccc4c(Nc5ncccn5)ccc(c34)C2=O)cc1)c1ccccc1	111.1	99.4	105.0	102.2	90.5	102.4	101.6	98.3	104.7
COc1cc(-c2cc(=O)oc3cc(O)ccc23)c(OC)c2c1OCO2	68.9	92.7	94.6	91.6	80.6	92.0	101.4	124.5	91.6
CCC(=O)OC1=C(C)SC2=NC(c3ccc(N)cc3)=CC(c3cc(OC)c(OC)c(OC)c3)N21 (stereo not given)	125.4	·	102.9	94.1	102.5	·	109.4	109.4	108.1
SCc1ccc(CS)cc1	100.5	115.2	101.0	98.4	98.1	109.3	116.2	103.9	95.9
N#Cc1cnc2ccc3oc(=O)ccc3c2c1N	97.4	104.7	96.4	100.4	96.2	106.1	104.6	104.7	111.4
CC1CCCNC1C (stereo not given)	110.9	101.6	102.7	94.3	92.4	111.2	100.9	108.5	91.9
N#CC1(Nc2ccc([N+](=O)[O-])cc2)CCCC1	106.1	113.0	106.1	104.9	84.0	103.7	115.3	106.0	103.7
O=[N+]([O-])CC(O)c1ccccc1Cl (stereo not given)	99.2	124.1	95.2	89.6	99.8	122.2	126.6	101.5	104.0
Clc1ccc(-c2cc(-c3ccccc3)nc(Nc3nc4ccccc4[nH]3)n2)c(Cl)c1	96.8	113.1	114.9	98.4	105.7	113.1	114.0	104.5	101.5
COC(=O)c1cc(=O)nc(NN=C(C)C)s1	100.9	110.3	98.9	100.3	90.3	·	108.7	118.6	112.6
C(=N\Nc1nc(-c2ccccc2)cs1)/c1nc2ccccc2n1C1CC1	99.0	·	103.0	100.0	96.0	98.5	103.7	103.5	94.3
O=C(O)c1ccc(N/N=C/c2cn(-c3ccc(C(=O)O)cc3)nc2-c2cccc(F)c2)cc1	118.4	110.6	98.2	98.1	104.7	102.4	107.2	118.6	106.7
CC1(C)CC[C@]23CC[C@]4(C)[C@H](CC[C@@H]5[C@@]6(C)CC(CCc7nn[nH]n7)(CCc7nn[nH]n7)C(=O)C(C)(C)[C@@H]6CC[C@]54C)[C@H]2[C@H]1OC3=O	109.2	99.8	119.9	113.6	101.4	98.1	105.4	122.7	94.5
CC(C)(C)c1cc(C=O)cc(C(C)(C)C)c1O	98.7	101.2	96.3	94.1	87.6	112.5	103.3	109.7	107.7
CCc1ccccc1-n1c(N)c(C#N)c(-c2ccc(N(C)C)cc2)c(C#N)c1=O	99.0	97.0	91.1	101.0	82.6	98.3	103.1	106.9	97.0
CN1CCC[C@@H]1CCO[C@](C)(c1ccccc1)c1ccc(Cl)cc1	75.6	100.2	64.3	88.1	66.2	63.2	91.5	73.9	73.6
O=C(/C=C/c1cccs1)Nc1ncc(Cc2ccccc2F)s1	48.0	-6.4*	17.0	29.8	29.6	9.5*	11.4	27.5	34.5
O=C(O)COc1ccc(-c2ccccc2)cc1	111.3	116.5	104.6	106.0	102.9	94.0	106.7	103.3	103.1
O=C(Nc1cccc(Cn2c(=O)[nH]c3ccc(Oc4ncccn4)cc3c2=O)c1)c1ccc(Cl)cc1	31.5	65.1	63.0	31.8	46.2	39.4	62.3	66.0	99.0
CC[C@@H](C)[C@@H]1NC(=O)[C@H]([C@@H](C)CC)NC(=O)[C@@H]2CCCN2C(=O)[C@@H]2CCCN2C(=O)[C@H](CCCNC(=N)N)NC(=O)[C@H](CCCNC(=N)N)NC(=O)[C@@H](CC(C)C)NC(=O)[C@H](Cc2ccccc2)NC(=O)[C@@H](NC(=O)[C@@H](N)CS)CSSC[C@H](C(=O)N[C@@H](C)C(=O)O)NC(=O)[C@H](Cc2c[nH]c3ccccc23)NC(=O)[C@H](Cc2ccccc2)NC(=O)[C@H](Cc2ccccc2)NC(=O)CNC(=O)[C@H](CCC(=O)O)NC(=O)[C@@H](Cc2cnc[nH]2)NC(=O)[C@H](Cc2cnc[nH]2)NC(=O)[C@H](CC(C)C)NC(=O)[C@@H](CC(C)C)NC(=O)[C@H](Cc2ccccc2)NC(=O)[C@H]([C@@H](C)CC)NC(=O)[C@H](CCCNC(=N)N)NC1=O	101.5	109.9	94.9	101.9	108.1	99.6	98.6	104.4	97.1
C#CC1(OCCOC(=O)NC)CCCCC1	124.3	111.8	117.4	108.9	106.8	113.5	·	127.3	114.8
O=C1CCCc2nc3sc4c(=O)n(-c5ccccc5Cl)nnc4c3cc21	105.0	113.6	88.5	92.2	83.6	95.1	110.7	106.9	100.3
NN=C1c2ccccc2-c2ccccc21	107.4&108.9	112.6&104.0	103.7&105.0	98.0&119.6	92.4&83.3	96.5&89.7	112.0&108.2	92.0&112.7	91.3&107.0
C=CCn1c(SCC(=O)Nc2ccc(C(=O)/C=C/c3ccc(OC)cc3)cc2)nnc1-c1cc(-c2ccc(S(C)(=O)=O)cc2)nc2ccccc12	98.8	94.7	99.8	65.2	80.5	98.3	109.6	107.1	96.5
C/C(=N/Nc1ccc([N+](=O)[O-])cn1)C(C)(C)C	·	103.8	97.6	106.3	85.0	99.0	104.7	113.6	96.5
COc1ccc(-c2nc(SCCC(C)C)nc(N/N=C\c3cccc(Cl)c3)c2C#N)cc1	-13.4*	38.5	29.1	57.7	83.7	55.0	85.4	84.0	84.3
COc1c2c(cc3c1c(=O)c1ccccc1n3C)OCO2	98.0	113.9	·	101.9	99.2	80.5	92.8	105.8	96.8
COc1cccc(-c2nc3sccn3c2-c2ccnc(NCCNC(=O)c3cccc(C(F)(F)F)c3)n2)c1	89.0	76.0	74.5	40.5	55.0	54.2	67.7	81.1	97.8
O=C1CSC2=Nc3c(sc4ccc(Cl)cc34)C(c3ccc4ccccc4c3)N12 (stereo not given)	96.6	100.2	107.9	96.8	92.2	104.0	108.1	89.7	98.6
COc1ccc(-c2cc(-c3cccs3)n(S(=O)(=O)c3ccccc3)c(=O)c2C#N)cc1	94.3	114.4	107.7	107.4	105.3	109.7	114.1	101.2	85.4
CCCCOCC(=O)NC1CCCCC1	120.5	106.1	103.4	108.1	97.6	111.5	107.3	109.4	104.7
CC1(C)CC(=O)CC(=O)C1	103.8&108.9	110.2&100.1	98.2&97.8	103.8&101.6	95.2&102.5	100.9&115.4	105.5&101.3	97.8&103.6	93.6&98.5
CC(=O)OC(C)C(=O)N(Cc1ccccc1)Cc1ccccc1 (stereo not given)	109.6	111.0	90.6	96.1	70.0	101.3	110.7	95.1	101.8
COc1cc(/C=C2N=C(/C=C/c3ccccc3)OC/2=O)cc(OC)c1OC	94.6	102.4	99.5	101.1	95.2	94.7	104.5	89.3	96.6
COc1ccc(-c2cc(-c3cccn3C)[nH]c(=O)c2C#N)cc1	109.5	100.2	98.6	99.7	90.6	99.1	106.9	·	96.7
O=C(c1ccccc1)c1cccc(C(=O)c2ccccc2)c1	92.9	102.0	96.9	98.9	85.9	96.7	102.3	105.2	95.9
Brc1ccc(-c2noc(CCc3nnc(-c4ccccc4)o3)n2)cc1	97.4	103.6	104.1	108.0	96.4	105.4	105.6	108.7	99.7
CC(C)C1(O)c2ccccc2Oc2ccccc21	115.8	113.5	93.8	98.2	91.5	101.4	·	108.3	99.8
CC(C)(SCc1ccccc1)C(N)C(=O)O (stereo not given)	117.5	107.2	100.6	104.7	99.5	·	107.9	106.3	102.4
C=CC(=O)Nc1cccc(-c2nc(SC)nc(NCCO)c2C#N)c1	88.9	105.2	·	98.0	92.4	104.8	94.3	111.8	109.2
c1cnc2nc3c4ccccc4c4ccccc4c3nc2c1	70.1	81.8	78.8	75.6	70.0	82.8	90.9	81.1	103.5
Clc1ccccc1CN1CCCC1	110.2	105.6	100.6	112.8	93.4	102.7	113.7	104.2	103.3
Cc1ccccc1C(N)=O	108.7	103.5	104.3	100.1	105.1	103.9	104.7	103.6	109.2
Cc1ccc(C(C)(C)C)c(O)c1	101.0	106.6	100.9	101.9	96.8	113.7	·	107.6	101.2
ON1CCCC1	107.0	111.8	100.0	103.0	100.7	·	113.5	102.2	103.4
Nc1nc(N)c(N=Nc2ccc(S(=O)(=O)c3ccc(N=Nc4c(N)nc(N)[nH]c4=O)cc3)cc2)c(=O)[nH]1	124.1	120.2	104.8	102.4	92.6	104.3	118.6	103.7	121.3
N#Cc1nc(-c2ccco2)cc(-c2ccc(Nc3nc(N4CCCCC4)nc(N4CCCCC4)n3)cc2)c1N	98.5	103.1	104.2	89.3	93.7	100.5	99.9	100.4	116.2
N#Cc1cn(-c2ccc(Cl)cc2Cl)c(C(=O)c2cccnc2)c1N	106.4	124.9	86.4	100.6	101.8	93.8	94.1	94.6	103.6
Clc1ccc(CNc2ccc3nc(CCC4CCCCC4)[nH]c3c2)cc1	32.3	69.6	43.8	65.3	46.7	73.4	83.5	78.9	53.0
